CHO-K1 Ca antag = counter-screen for M1 antagonists: effect in parental CHO-K1 cells; 0.6% of 360,000 active; AID 602250; inhibition, % at 3 µM; ATP-induced calcium, Fluo-8 fluorescence;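 active = inhibition above a per-plate cutoff, the plate's mean sample inhibition plus 3 SD, cut at about 24% in these data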;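 also: 0% = DMSO plus EC80 ATP and 100% = DMSO alone without ATP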
TAAR1 antagonist = antagonists of human TAAR1 | CHO RD-HGA16 TAAR1, Fluo-8 calcium fluorescence, antagonist | inhibition, % at 3 µM | 1.5% of 360,000 active;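 active = inhibition above a per-plate cutoff, the mean inhibition of test compounds on that plate plus 3 SD, cut at about 49% in these data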;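 also: 0% = DMSO plus EC80 beta-PEA response and 100% = DMSO alone without agonist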
Target sequence (Q96RJ0 whole entry, looked up): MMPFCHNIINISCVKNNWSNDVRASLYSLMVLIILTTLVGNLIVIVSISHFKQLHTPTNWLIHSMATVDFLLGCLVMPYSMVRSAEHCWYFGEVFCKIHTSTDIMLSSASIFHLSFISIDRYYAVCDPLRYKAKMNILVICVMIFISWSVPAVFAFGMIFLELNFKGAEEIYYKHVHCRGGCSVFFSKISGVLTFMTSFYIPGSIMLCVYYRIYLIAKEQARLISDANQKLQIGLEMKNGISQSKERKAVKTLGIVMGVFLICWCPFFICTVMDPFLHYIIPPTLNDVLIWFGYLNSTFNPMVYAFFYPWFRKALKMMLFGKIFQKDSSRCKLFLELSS
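System: CHO RD-HGA16 cells bearing hTAAR1. Reagent: EC80 β-phenethylamine stimulus. Schedule: seeding 17-24 h prior, 75-min 37 °C, 30-min RT dye loading. Signal: Fluo-8 intracellular calcium dye fluorescence, real-time kinetic reads. Read-out: % inhibition from peak post-agonist over basal fluorescence ratio. Benchmarks: vehicle wells and EC80 agonist wells. Replicates: n of 1.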
CHO parental Ca = signal in parental CHO cells, OX1R antagonist counter-screen; parental CHO-K1, ATP-induced calcium, Fluo-8 fluorescence; inhibition, % at 5.6 µM; 0.63% of 330,000 active;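 active = inhibition above that plate's mean sample inhibition plus 3 SD, cut at about 26% in these data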;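 also: 0% = ATP-challenged DMSO wells and 100% = DMSO wells without ATP; some compounds past the cut are filed as inactive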
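Material – parental CHO cells · Reagent – ATP stimulus · Compound – single nominal dose of 5.6 µM per compound · Detection – Fluo-8 fluorescence · Read-out basis – percent inhibition of calcium signal · Controls – ATP-challenged DMSO wells low, unchallenged DMSO wells high · Repeats – no replicates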
OXTR potentiator = human OXTR potentiation; CHO-OTR cells, Fluo-8 calcium fluorescence, potentiator mode; 0% = oxytocin EC15, 100% = EC100; activation, % at 3 µM; 0.061% of 320,000 active; AID 2445;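 active = activation above that plate's cutoff, the mean activation of tested compounds plus 3 SD, cut at about 6.6% in these data, passing the limit was not always enough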;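 also: 100% uses oxytocin at 75 nM as the full agonist control; some results filed as inactive read as strong as hits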
Target sequence (P30559 whole entry, looked up): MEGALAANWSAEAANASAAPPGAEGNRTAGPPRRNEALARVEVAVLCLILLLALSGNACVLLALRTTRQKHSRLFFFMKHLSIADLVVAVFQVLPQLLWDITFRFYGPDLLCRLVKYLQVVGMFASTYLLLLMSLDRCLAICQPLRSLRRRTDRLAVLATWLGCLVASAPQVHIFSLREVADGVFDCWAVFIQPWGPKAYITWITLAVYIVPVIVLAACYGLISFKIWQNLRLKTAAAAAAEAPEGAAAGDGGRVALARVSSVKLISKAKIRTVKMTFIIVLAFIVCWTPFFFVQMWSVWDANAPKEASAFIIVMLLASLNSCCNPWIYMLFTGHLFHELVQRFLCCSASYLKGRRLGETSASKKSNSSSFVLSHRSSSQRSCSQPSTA
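Replication – single well per compound, singlicate · Assay system – CHO cell line stably expressing human OTR · Timing – 6 min pre-incubation, 100 s read · Measure – normalized max/min fluorescence ratio, % activation · Doses – 3.0 µM, one dose · Detection – Fluo-8 calcium dye fluorescence · Probe or stimulus – oxytocin near EC15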
CHO-K1 Ca ag = M1 agonist counterscreen hit in parental CHO-K1 cells | Fluo-8 calcium fluorescence; scaled to maximal ATP response, vehicle zero | 0.48% of 360,000 active | activation, % at 3 µM; in the data active = activation above about 15%;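 also: untransfected CHO-K1 host cells lacking M1 receptor as counterscreen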
V1R ag counter = activates human V1a receptor in oxytocin agonist counter-screen; P37288; CHO-V1R cells, Fluo-8 calcium fluorescence, agonist mode; 0% DMSO, 100% 3 nM vasopressin; activation, % at 3 µM; 0.25% of 320,000 active;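 active = activation above the mean activation of all tested compounds plus 3 SD, per screening run, cut at about 20% in these data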;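 also: signal is peak over basal fluorescence ratio across a 100 second FLIPR read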
GPR7 antagonist = human neuropeptides B/W receptor 1 antagonism | AID 1861 | inhibition, % at 4.4 µM | 1.1% of 290,000 active | GPR7-expressing cells, fluorescence antagonist assay; in the data active = inhibition above about 16%, passing the limit was not always enough;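 also: cells stimulated with the agonist NPW; 0% = agonist with vehicle and 100% = vehicle without agonist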
CHO-K1 Ca PAM = M1 PAM counterscreen hit in parental CHO-K1 cells | activation, % at 3 µM | ATP EC20, Fluo-8 calcium fluorescence; 0% at ATP EC20, 100% at ATP max | 0.02% of 360,000 active;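 active = activation above the run cutoff, the mean activation of all test compounds plus 3 SD, cut at about 40% in these data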;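 also: peak over basal fluorescence ratio in a 140 s read after ATP addition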
OXTR agonist = agonists of human oxytocin receptor; activation, % at 3 µM; AID 2435; 0.32% of 320,000 active; P30559; CHO-OTR cells, Fluo-8 calcium fluorescence; normalized: DMSO 0%, oxytocin 100%;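 active = activation above the mean of all tested compounds plus 3 SD, cutoff set per screening run, cut at about 20% in these data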;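 also: peak over basal fluorescence ratio from a 100 s FLIPR kinetic read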
* = called active by the depositor; x = not tested or not shown.

Results follow in this order: GPR7 antagonist	OXTR potentiator	TAAR1 antagonist	CHO-K1 Ca ag	V1R ag counter	OXTR agonist	CHO-K1 Ca PAM	CHO parental Ca	CHO-K1 Ca antag
CCCCN(CC)C(=O)Cn1cnc2ccc(S(=O)(=O)N3CCC(C)CC3)cc2c1=O
→ 0	3	17	0.0	0.1	-2.4	-13	-17	-4
OCCC1CN(Cc2cccc3c2OCO3)CCN1C1CCCC1 (stereo unspecified)
→ 5	4	-6	0.9	0.1	0.7	4	-11	-5
O=C(CNc1cc(S(=O)(=O)N2CCCC2)ccc1OCC(F)(F)F)Nc1cc(Cl)cc(Cl)c1
→ 2	-5	x	x	0.2	0.1	x	-13	x
CCOc1cc(/C=N/Nc2nc(C)cc(=O)[nH]2)ccc1O
→ 8	-9	1	0.1	1.7	-0.2	7	-7	4
CCC(C(=O)OCC(=O)Nc1ccc(C(=O)Nc2ccc(OC)cc2)cc1)c1ccccc1 (stereo unspecified)
→ 1	-17	66*	7.4	7.0	5.2	10	3	4
c1ccc(COc2ncnc3c2ncn3CCCNCc2ccccn2)cc1
→ x	x	3	0.2	x	x	6	x	10
Cc1ccc(CCC(=O)Nc2ncc(Cc3cccc(Cl)c3Cl)s2)o1
→ 15	-8	-11	0.1	0.7	1.2	17	1	-1
CN(Cc1ccccc1)c1ccc(N2C(=O)CCC2=O)cc1[N+](=O)[O-]
→ -11	-3	-20	1.5	2.9	4.8	-23	-7	6
CCOC(=O)N1CCC(c2nc(C)sc2C(=O)O)CC1
→ 0	-7	-2	-0.4	1.8	-0.2	-1	-6	-3
CC(C)CC(=O)c1c(O)c(C=O)c(O)c2c1O[C@@]1(C)[C@@H](C2)C[C@H]2C[C@@H]1C2(C)C
→ x	-6	3	0.1	0.1	-0.1	17	9	-16
CC(=O)c1cccc(NC(=O)CN(C)S(=O)(=O)c2ccc3c(c2)CC(C)N3C(C)=O)c1 (stereo unspecified)
→ -13	-7	-24	11	8.8	6.0	7	-14	-10
O=C(COc1coc(CN2CCc3ccccc32)cc1=O)Nc1ccccc1
→ x	-1	3	2.0	0.6	0.1	-2	-20	1
COCCN(Cc1cc2cc(C)ccc2nc1Cl)C(=O)Nc1ccccc1C
→ -6	5	-8	0.1	0.3	0.0	13	-31	-15
C[C@H](NC(=O)c1ccco1)C(=O)Nc1cccc([N+](=O)[O-])c1
→ -11	-4	-5	0.1	-0.6	-0.3	-12	-7	3
CC1(C)C[C@H]2C3=CCC4[C@@]5(C)CC[C@H](O[C@@H]6O[C@H](C(=O)O)[C@@H](O)[C@H](O)[C@H]6O)[C@@](C)(CO)C5CC[C@@]4(C)[C@]3(C)C[C@H](O)[C@@]2(CO)[C@@H](O)[C@@H]1O (stereo partly specified)
→ x	3	-2	0.1	1.2	1.5	0	-11	-2
CCCc1cc(C(=O)Nc2ccc(C(C)=O)cc2)no1
→ -7	-2	10	0.5	0.5	-0.6	2	28*	-2
O=C(Nc1cccc(Cl)c1)c1cc(-c2ccco2)on1
→ -11	0	-14	1.0	3.2	1.6	-5	-5	-14
Cc1sc(NC(=S)NC(=O)C(C)(C)C)c(C(N)=O)c1C
→ 1	-9	-7	0.0	-0.3	-0.8	10	-15	-14
CCc1ccccc1S(=O)(=O)Cc1ccc(C(=O)NCc2ccc3c(c2)OCO3)o1
→ -3	-8	21	4.7	4.4	-0.5	13	-8	6
Cc1nc2nc(CC(=O)O)[nH]n2c(=O)c1[N+](=O)[O-]
→ -11	-2	-9	0.0	-0.4	-0.1	1	-7	0
COc1ccc(NC2=CC(=O)CC(c3ccccc3)C2)c(OC)c1 (stereo unspecified)
→ 17	-7	-3	0.6	-0.2	-1.8	5	-17	-9
O=C(COC(=O)/C=C/c1ccc(Cl)cc1Cl)NCCC1=CCCCC1
→ 7	-2	3	0.2	-0.3	-0.9	-11	8	9
COCCN(C(=O)CCSc1ccc(F)cc1)c1c(N)n(Cc2ccccc2)c(=O)[nH]c1=O
→ x	-6	7	-0.1	0.1	1.9	4	-12	-15
COc1ccc(OCC(=O)Nc2ccc(NC(=O)c3ccccc3Cl)c(OC)c2)cc1
→ -7	-8	7	2.3	1.7	-1.8	-5	-13	4
Cc1ccc(NC(=O)c2c(Cl)nc3ccccn23)cc1
→ -11	-3	0	0.2	0.1	-1.3	15	-20	-9
CN(C(=O)C1CCC(=O)N(CCCN2CCCC2=O)C1)C(C1CC1)C1CC1 (stereo unspecified)
→ 4	-3	-23	-0.2	0.4	-0.9	0	-16	-6
O=C(CSc1nncs1)Nc1ccc(Cl)cc1C(F)(F)F
→ x	-9	-31	-0.4	-0.9	-0.9	-26	-14	11
CC(=O)c1cccc(NC(=O)CSc2nc(=O)n(Cc3ccccn3)c3c2CCC3)c1
→ x	7	-11	1.0	-1.1	-2.3	-6	-21	5
O=C(Cc1c[nH]c2ccccc12)N1CCN(S(=O)(=O)c2ccc(F)cc2)CC1
→ x	x	18	1.2	x	x	1	x	-1
CCC(C)(C)C1CCC(NC(=O)N2CCN(c3ccccc3O)CC2)CC1 (stereo unspecified)
→ -14	-9	0	0.9	-0.1	-0.7	26	0	-16
CCNc1nc(NC(C)C)nc(SCCOc2ccc(C)cc2)n1
→ -23	-16	-2	0.7	0.2	-1.5	19	-26	-5
CNC(=O)c1ccc(NC(=O)CCc2c(C)noc2C)cc1
→ x	-8	-14	-0.2	0.9	1.3	-5	-4	-12
Cc1ccc(S(=O)(=O)NNC(=O)C(O)(c2ccccc2C)c2ccccc2C)cc1
→ -11	-19	-1	-0.5	-1.4	-1.7	18	-19	-9
Cc1ccc(NCc2nc3ccccc3n2CCOc2ccccc2)cc1
→ 2	-2	22	1.6	0.3	-2.0	14	-9	-7
O=S(=O)(NCCc1ccccc1)c1cnc(Cl)c(Br)c1
→ -1	x	0	1.1	x	x	-6	x	0
COC(=O)c1ccc2ccn(CC(=O)NC(C)C)c2c1
→ -15	-2	-1	0.7	-0.8	-1.0	18	-6	-8
CN(Cc1ccccc1)C(=O)COC(=O)c1ccc(=O)n(Cc2ccccc2)n1
→ x	-2	-8	0.9	0.5	-0.9	9	-8	-6
Cc1noc(/C=C/N(C)C)c1S(=O)(=O)N1CCC(C(=O)O)CC1
→ -2	-6	-33	0.4	0.0	0.1	0	3	-9
CNC(=S)N/N=C/c1c(C)nn(-c2cccc(Cl)c2)c1Cl
→ -6	-7	23	0.0	1.7	-1.7	15	11	-6
O=C1CN(c2nc(-c3cccs3)nc3sc4c(c23)CCCC4)CCN1
→ -12	-7	30	0.3	-0.4	-0.2	-12	-34	2
Cc1ccccc1-c1n[nH]c(=S)o1
→ -10	-3	1	0.1	1.1	1.9	13	-15	-4
COc1cccc(C(=O)NN=C2CCCC2)c1
→ -11	1	2	0.5	-0.7	-0.4	3	-2	-7
CCCN(CCC)C(=O)C1CCCN1S(=O)(=O)c1cccc2nsnc12 (stereo unspecified)
→ -9	-18	11	3.7	2.4	2.4	20	-11	-19
OCC(O)CN1CCCC1 (stereo unspecified)
→ -13	-8	8	0.2	0.6	-0.8	6	7	-2
CC(=O)NC1CC2CCCC(C1)N2CC(=O)N1CCCc2ccccc21 (stereo unspecified)
→ -18	-10	-15	-0.2	-1.1	0.2	-5	-3	8
CCOC(=O)N1CCN(C(=O)Cn2nc(C)n3nc(-c4ccc(CC)cc4)cc3c2=O)CC1
→ -7	-7	-17	1.8	1.6	1.0	23	-14	-11
COc1ccc(-n2c(C)cc(C(=O)CN3C(=O)c4ccccc4C3=O)c2C)cc1
→ -2	-10	17	1.3	0.6	-2.2	7	-15	-6
CC1CCC(CN2CCN=C2Nc2ccccc2)CC1 (stereo unspecified)
→ 0	-5	1	0.3	1.4	1.0	-13	-21	3
Cc1cc2c(cc1C)C(=O)NC(C)(C)C2
→ 2	-2	-22	0.0	-0.7	-1.6	7	-1	-13
COc1cccc(COC(=O)c2ccc(S(=O)(=O)N3CCC(C)CC3)cc2)c1OC
→ x	-13	25	-0.1	4.3	-0.2	-8	-1	-5
C=CCNC(=O)c1c(N)n(-c2cccc(S(N)(=O)=O)c2)c2nc3ccccc3nc12
→ -1	0	0	-0.2	0.4	-0.1	-4	2	-3
Cc1ccc(C(=O)CS(C)(=O)=O)cc1
→ -3	-7	-5	0.5	0.0	-0.7	22	-10	-6

Ordered by molar mass (falling): part of the list above
Results follow in this order: GPR7 antagonist	OXTR potentiator	TAAR1 antagonist	CHO-K1 Ca ag	V1R ag counter	OXTR agonist	CHO-K1 Ca PAM	CHO parental Ca	CHO-K1 Ca antag
CCOC(=O)N1CCN(C(=O)Cn2nc(C)n3nc(-c4ccc(CC)cc4)cc3c2=O)CC1
→ -7	-7	-17	1.8	1.6	1.0	23	-14	-11
Cc1ccc(S(=O)(=O)NNC(=O)C(O)(c2ccccc2C)c2ccccc2C)cc1
→ -11	-19	-1	-0.5	-1.4	-1.7	18	-19	-9
CCCN(CCC)C(=O)C1CCCN1S(=O)(=O)c1cccc2nsnc12 (stereo unspecified)
→ -9	-18	11	3.7	2.4	2.4	20	-11	-19
O=C1CN(c2nc(-c3cccs3)nc3sc4c(c23)CCCC4)CCN1
→ -12	-7	30	0.3	-0.4	-0.2	-12	-34	2
Cc1ccc(NCc2nc3ccccc3n2CCOc2ccccc2)cc1
→ 2	-2	22	1.6	0.3	-2.0	14	-9	-7
CC(=O)NC1CC2CCCC(C1)N2CC(=O)N1CCCc2ccccc21 (stereo unspecified)
→ -18	-10	-15	-0.2	-1.1	0.2	-5	-3	8
CNC(=S)N/N=C/c1c(C)nn(-c2cccc(Cl)c2)c1Cl
→ -6	-7	23	0.0	1.7	-1.7	15	11	-6
COC(=O)c1ccc2ccn(CC(=O)NC(C)C)c2c1
→ -15	-2	-1	0.7	-0.8	-1.0	18	-6	-8
CC1CCC(CN2CCN=C2Nc2ccccc2)CC1 (stereo unspecified)
→ 0	-5	1	0.3	1.4	1.0	-13	-21	3
Cc1ccccc1-c1n[nH]c(=S)o1
→ -10	-3	1	0.1	1.1	1.9	13	-15	-4
